Bioassay records: PubChem BioAssay, National Center for Advancing Translational Sciences (NCATS)
GLP1R cytotox – qHTS of GLP-1 Receptor Inverse Agonists: Cytotox Screen; HEK293 cAMP-luciferase reporter cells, luminescence, 24 h; Potency, µM (highest dose often 38.3 µM), without a hit: at the highest dose activity change, negative = inhibition, hits mostly inhibitors; 410,000 compounds, 0.13% hits; AID 624418, 2012;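 note: loss of luciferase light is scored as toxicity; potency is the fitted concentration of half-maximal effect; % is set by controls: 0 for no effect and ±100 for the full control effect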
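Step one: seed cells (200 cells/uL, DMEM with 10% Nu serum, 1% pen-strep). Step two: 12-hour incubation at 37 deg C. Step three: pin 23 nL compound, incubate 24 hr. Step four: add luciferase reagent, read luminescence 12 min later.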
Mm-Cpn inhibitor – Inhibitors of TCP-1 ring complex (TRiC) of Methanococcus maripaludis (MmCpn): qHTS; purified Mm-Cpn ATPase, ADP Transcreener TR-FRET; Chaperonin Mm-Cpn (Methanococcus maripaludis); 330,000 compounds, 0.031% hits; Potency, µM (titrated, usually from 76.9 µM), for inactives: at the top dose activity, negative = inhibition, actives largely listed as inhibitors; note: potency is the fitted concentration of half-maximal effect; % is set by controls: 0 for no effect and ±100 for the full control effect; nearly all actives have a fitted effect of over 80% in size
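25 nM Mm-CPN + cpd, 10 min 37°C; + 10 uM ATP, 30 min 37°C; buffer 30 mM Tris pH 7.4, 100 mM KCl, 5 mM MgCl2, 1 mM DTT; Transcreener ADP HTRF detection 30 min RT.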
FUS suppressor – qHTS for Suppressors of FUS Proteinopathy: Primary screen using FUS-linked yeast assay; S. cerevisiae FUS-expressing, growth rescue, OD600, 24 h; Potency, µM (series often up to 76.6 µM), for inactives: at the top dose growth rescue (activation), most hits filed as activators; 390,000 compounds, 0.24% hits; AID 1347120, 2019;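 note: potency is the fitted concentration of half-maximal effect; plate controls were DMSO vehicle for no effect and reference control for full effect; nearly all actives have a fitted effect of over 55% in size; some results filed as inactive show a strong effect at the top dose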
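Yeast FUS proteinopathy model; galactose-induced FUS (2%), starting OD 0.005. Cpds in dilution series, 24hr, 30C, 99% humidity. Abs 600 nm growth. Pos ctrl CP55940 (top 92uM final); neg ctrl DMSO.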
Abeta yeast res – qHTS for compounds that reverse cellular toxicity of Amyloid beta (A-beta) peptide in yeast: Primary Screen. AID 1347071, 2019. Potency, µM (titrated, usually from 46.1 µM), inactives show at the top dose growth rescue, most hits filed as activators. yeast expressing A-beta42, growth rescue, OD600, 48 h; response scale: 0% DMSO, 100% iron-clioquinol control. 410,000 compounds, 0.063% hits; note: potency is the fitted concentration of half-maximal effect; nearly all actives have a fitted effect of over 55% in size
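Yeast A-beta toxicity model in growth medium with pinned compounds, 48 h at 30 C; growth read as absorbance at 600 nm. Normalized to FeCl3/clioquinol equimolar mix (positive) and DMSO (negative).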
PTHR1 agonist – qHTS for PTHR1 Agonists: Primary Screen. Parathyroid hormone/parathyroid hormone-related peptide receptor (Homo sapiens), Q03431. HEK293 GP2 PTHR1 cells, GloSensor cAMP luminescence, 1 h. Potency, µM (doses to about 115 µM), inactives show at the top dose activation, usual class: activators. 410,000 compounds, 0.075% hits; note: potency is the fitted concentration of half-maximal effect; nearly all actives have a fitted effect of over 55% in size; some results filed as inactive show a strong effect at the top dose; inactives centre near -15; many of its hits are not listed in these tables
Target sequence (Q03431 whole entry, looked up): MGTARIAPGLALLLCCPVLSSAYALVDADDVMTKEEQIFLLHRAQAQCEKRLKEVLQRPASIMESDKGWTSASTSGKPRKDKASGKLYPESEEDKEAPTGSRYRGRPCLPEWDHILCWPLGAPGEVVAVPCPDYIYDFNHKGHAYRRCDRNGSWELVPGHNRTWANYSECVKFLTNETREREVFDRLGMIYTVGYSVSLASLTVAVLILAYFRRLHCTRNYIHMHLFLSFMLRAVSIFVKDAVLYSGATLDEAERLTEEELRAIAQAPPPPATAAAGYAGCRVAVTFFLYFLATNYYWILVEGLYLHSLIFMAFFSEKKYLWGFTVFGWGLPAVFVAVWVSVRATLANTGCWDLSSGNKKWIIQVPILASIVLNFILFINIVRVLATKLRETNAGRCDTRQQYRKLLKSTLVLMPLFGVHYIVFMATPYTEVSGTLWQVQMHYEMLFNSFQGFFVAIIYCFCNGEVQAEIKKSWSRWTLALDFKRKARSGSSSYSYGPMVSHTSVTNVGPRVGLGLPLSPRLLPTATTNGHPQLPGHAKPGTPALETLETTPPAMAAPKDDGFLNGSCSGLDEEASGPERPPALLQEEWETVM
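HEK-293-derived GP2 cells expressing PTHR1 and a GloSensor cAMP reporter, 3,000/well, plated overnight, given luciferin plus IBMX (each 0.5 mM as added) for 1 h at 37 °C, then compound for 1 h at 37 °C. Luminescence was read after 15 min at room temperature.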
TDP43 rescue – qHTS of TDP-43 Inhibitors; TDP-43 expressing yeast growth rescue, BacTiter-Glo, 24 h; Potency, µM (doses to about 46.1 µM), without a hit: at the top dose growth rescue (activation), most hits filed as activators; 410,000 compounds, 1.8% hits; note: potency is the fitted concentration of half-maximal effect; % of control where 0% means no effect; nearly all actives have a fitted effect of over 50% in size
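Growth rescue of TDP-43-toxic yeast measured as ATP luminescence (BacTiter-Glo). Cells grown to mid-log in raffinose, induced in galactose at OD600=0.02, exposed to compound 24 hr at 30 deg C.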
aSyn rescue – qHTS of alpha-syn Inhibitors. Yeast expressing alpha-synuclein, growth rescue, BacTiter-Glo, 24 h. Potency, µM (doses to about 46.1 µM), for inactives: at the top dose growth rescue (activation), hits mostly activators. 370,000 compounds, 0.14% hits. AID 652106, 2013; note: potency is the fitted concentration of half-maximal effect; % of control where 0% means no effect; nearly all actives have a fitted effect of over 65% in size
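Rescue of yeast growth: cells expressing toxic alpha-synuclein, induced in galactose at OD600 0.02, incubated with compound 24 h at 30 C. ATP luminescence quantified growth; inhibitors of toxicity appear as activators.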
Akt phos inh – HTS Assay for Inhibitors of Akt Phophorylation: Primary Screen. activity change, % for hits at 50 µM. Neuro2A IGF-stimulated pAkt S473 HTRF, 20 min; active compounds read low. 360,000 compounds, 0.32% hits; in the data active = activity change below about -80%; inconclusive = mostly about -51% to -80%; note: % is set by controls: 0 for no effect and ±100 for the full control effect
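Neuro2A cells in DMEM with 0.5% FBS, overnight at 37 deg C, given compound at single 50 µM final, then IGF (6 nM final) for 20 min at 37 deg C. Lysed; phospho-Akt Ser473 by HTRF after 24 h, 665/615 ratio.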
GLP-1R inv ag – qHTS of GLP-1 Receptor Inverse Agonists (Inhibition Mode); Potency, µM (titrated, usually from 38.3 µM), for inactives: at the highest dose activity change, negative = inhibition, most hits filed as inhibitors; Glucagon-like peptide 1 receptor (Homo sapiens), P43220; HEK293 GLP-1R CRE-luciferase, luminescence, 24 h; GLP-1R form is constitutively active; 410,000 compounds, 1.6% hits; note: potency is the fitted concentration of half-maximal effect; % is set by controls: 0 for no effect and ±100 for the full control effect; nearly all actives have a fitted effect of over 55% in size
Target sequence (P43220 whole entry, looked up): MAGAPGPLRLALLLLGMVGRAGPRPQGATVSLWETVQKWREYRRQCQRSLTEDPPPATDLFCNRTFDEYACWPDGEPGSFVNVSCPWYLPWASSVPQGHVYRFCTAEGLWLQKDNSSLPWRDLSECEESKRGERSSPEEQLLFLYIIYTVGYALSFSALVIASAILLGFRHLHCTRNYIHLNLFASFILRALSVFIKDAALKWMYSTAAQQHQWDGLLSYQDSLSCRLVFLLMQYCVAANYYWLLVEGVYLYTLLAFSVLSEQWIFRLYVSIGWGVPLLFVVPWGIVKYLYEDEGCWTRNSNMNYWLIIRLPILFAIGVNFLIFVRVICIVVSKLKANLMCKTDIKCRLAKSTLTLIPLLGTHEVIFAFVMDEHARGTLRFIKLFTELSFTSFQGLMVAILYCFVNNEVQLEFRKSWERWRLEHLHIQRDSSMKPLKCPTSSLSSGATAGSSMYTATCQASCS
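Readout was luciferase luminescence, measured 12 min after detection reagent at room temperature. Beforehand, GLP-1R reporter HEK293 cells had sat 12 h, then received compounds for 24 hr at 37 deg C.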
An asterisk follows results filed as active; i = inactive; ? = inconclusive; / = no result given; [ ] = remark or other dose. Unless noted, calls come from the whole dose curve; as a rule, active = well fitted curve in the direction sought with a large enough effect; inconclusive = small, poorly fitted or top-dose-only effect, or another doubt; inactive = no such curve, though single readings can be large; an effect the other way counts as inactive or inconclusive. The list is partial; the hit share may differ from the screen's.

SMILES | GLP1R cytotox | Mm-Cpn inhibitor | FUS suppressor | Abeta yeast res | PTHR1 agonist | TDP43 rescue | aSyn rescue | Akt phos inh | GLP-1R inv ag
COc1ccc(S(=O)(=O)N2CCCCCC2)cc1C(=O)N(C)CC(=O)Nc1ccccc1C(F)(F)F | -4% | 2% | 14% | 12% | -71%[inhibitor] | 13% | 1% | i | -16%
CCOc1ccccc1N1CC(C(=O)Nc2ccccc2CC)CC1=O (stereo unspecified) | -6% | 0% | 2% | -4% | i | -7% | 2% | i | ?
CCC1CCCCN1C(=O)Nc1cccc(NC(=O)N2CCCCC2CC)c1 (stereo unspecified) | -18% | 1% | ? | -10% | -3%[57.5 µM] | -6% | -19% | i | -26%
CC(CNC(=O)c1ccc(-c2ccccc2)cc1)CN(C)C (stereo unspecified) | 2% | 1% | 3% | 20% | 24%[57.5 µM] | 11% | 0% | i | ?
COc1cc(NC(=S)N(C)C)c(OC)cc1Cl | 2% | 0% | 16% | -4% | i | -9% | 1% | i | -37%
CCc1cc(=O)oc2c(C)c(O)c(CN(C)C)cc12 | / | -11% | -3% | -28% | -2% | 16% | 9% | i | 0%
O=C(O)c1cc2c(s1)CCCC2 | 7% | 1% | -64%[inhibitor] | -28% | -24%[57.5 µM] | ? | -5% | i | -10%
COCCNC(=O)CSc1nc2sccc2c(=O)n1-c1ccccc1 | -10% | -1% | 11% | -8% | i | -7% | -5% | i | 3%
COc1ccc(CSc2nc(C)cc(=O)[nH]2)cc1 | -2% | 0% | -34% | -1%[9.22 µM] | i | 24% | -1% | i | 15%
COCCN(C(=O)CN1CCCc2ccccc21)c1c(N)n(Cc2ccccc2)c(=O)[nH]c1=O | 74% | 0% | -1% | 4% | i | -8% | -1% | / | 9%
COc1ccc2c(C)cc(SCC(=O)Nc3nsc(-c4ccccc4C)n3)nc2c1 | 8% | / | -5% | -14% | 7% | 14% | / | / | 14%
Cc1cccc(N2C(=O)N(Cc3cc(=O)n4ccccc4n3)c3ccccc3S2(=O)=O)c1 | 5% | / | ? | -10% | -23% | -4% | / | / | 2%
C#CC1(O)CCC2C3CCc4cc(O)cc(C)c4C3CCC21C (stereo unspecified) | -12% | / | / | 0% | i | ? | ? | i | -11%
Cc1ccc(S[C@@H](CCN2CC[C@H](C)CCC2=O)c2ccccc2)cc1 | -10% | -1% | ? | 0% | -85%[inhibitor] | ? | 3% | i | ?
CCc1c(C)nc(SCC(=O)NNC(=O)c2ccco2)[nH]c1=O | 7% | 0% | -17% | -25% | i | -2% | 0% | / | 8%
CC(C)Oc1ccc(CNC(=O)c2ccc(Cn3c(=O)c4cccn4c4cccnc43)cc2)cc1 | 0% | / | -15% | 6% | -16% | ? | / | / | 7%
O=C(Cc1ccccc1)NCC(=O)OCC(=O)c1cccc([N+](=O)[O-])c1 | 0% | 0% | / | 10% | i | -10% | 0% | i | 15%
COc1ccc(CCNC(=O)CSc2nn(-c3ccccc3)c(=S)s2)cc1OC | -23% | 0% | / | 5% | -20% | 0% | 4% | i | 4%
COc1ccc(NC(c2nnc(-c3ccccc3)o2)c2ccccc2F)cc1Cl (stereo unspecified) | -3% | / | ? | -5% | i | ? | / | / | ?
Clc1ccc(OCCCCCN2CCOCC2)cc1 | -2% | 0% | 14% | 1% | i | -23%[1.82 µM] | 18% | i | -56%
CSc1cccc(NC(=O)CN2C(=O)c3ccccc3S2(=O)=O)c1 | -21% | -2% | -7% | 10% | -39% | 8% | 10% | i | ?
COc1cccc(OCc2nnc(SCC(=O)OCc3ccccc3)o2)c1 | 0% | -1% | 26% | 5% | ? | -9% | -6% | / | 2%
COc1ccc(S(=O)(=O)n2ccc(-c3cnc(-c4ccccc4)s3)n2)cc1 | 1% | -10% | 26% | 8% | -37%[inhibitor] | 27% | 0% | i | -13%
COCCCNC(=O)CS(=O)Cc1nc(-c2ccccc2C)oc1C (stereo unspecified) | 0% | 0% | -16% | 3% | i | 16% | 4% | i | -3%
Cc1ccc(N(C(=O)Cn2nnc(-c3ccc(C)o3)n2)C(C(=O)NC2CCCC2)c2ccco2)cc1 (stereo unspecified) | 3% | 0% | 21% | 11% | 19%[57.5 µM] | -22% | -9% | i | 0%

Compound profiles (already shown). Values in the order: GLP1R cytotox	Mm-Cpn inhibitor	FUS suppressor	Abeta yeast res	PTHR1 agonist	TDP43 rescue	aSyn rescue	Akt phos inh	GLP-1R inv ag
Clc1ccc(OCCCCCN2CCOCC2)cc1 in the list: -2%	0%	14%	1%	i	-23%[1.82 µM]	18%	i	-56%
COc1cccc(OCc2nnc(SCC(=O)OCc3ccccc3)o2)c1 in the list: 0%	-1%	26%	5%	?	-9%	-6%	/	2%
COc1ccc(CCNC(=O)CSc2nn(-c3ccccc3)c(=S)s2)cc1OC in the list: -23%	0%	/	5%	-20%	0%	4%	i	4%

An excerpt from above, showing only Akt phos inh and GLP-1R inv ag:
| molecule | Akt phos inh | GLP-1R inv ag |
| --- | --- | --- |
| O=C(Cc1ccccc1)NCC(=O)OCC(=O)c1cccc([N+](=O)[O-])c1 | i | 15% |
| COc1ccc2c(C)cc(SCC(=O)Nc3nsc(-c4ccccc4C)n3)nc2c1 | / | 14% |

Taken from above:
In GLP-1R inv ag, COc1ccc2c(C)cc(SCC(=O)Nc3nsc(-c4ccccc4C)n3)nc2c1 reads 14%
In TDP43 rescue, COCCNC(=O)CSc1nc2sccc2c(=O)n1-c1ccccc1 reads -7%

The list goes on.
SMILES | GLP1R cytotox | Mm-Cpn inhibitor | FUS suppressor | Abeta yeast res | PTHR1 agonist | TDP43 rescue | aSyn rescue | Akt phos inh | GLP-1R inv ag
CCCN1C2CCCC1CC(NC(=S)Nc1cc(C)cc(C)c1)C2 (stereo unspecified) | -5% | -2% | -20% | 0% | -94%[inhibitor] | 10% | -6% | i | ?
CC1CCN(C(=O)C(NS(=O)(=O)c2cccc3nsnc23)c2ccccc2)CC1 (stereo unspecified) | 3% | 0% | 12% | 6% | 11% | 0% | 7% | i | 2%
Cc1cc(C)c(C)c(S(=O)(=O)NCC(=O)NCc2ccco2)c1C | 1% | 1% | / | 3% | -1% | 23% | 14% | i | -22%
C/C(=N\NC(=O)Cn1c(-c2ccccn2)nc2ccccc21)c1cccc(O)c1 | -10% | -6% | -22% | -7% | i | 9% | -6% | i | 14%
C[C@@]12C(=O)N(CC3CC3)CC(=O)N1[C@H](/C=C/c1ccccc1)[C@@H]1C(=O)N(c3ccccc3)C(=O)[C@@H]12 | 0% | -1% | 8% | 2% | -27% | 12% | 2% | i | 11%
Cc1nc2ccc(NC(=O)CSc3nnc(C)s3)cc2[nH]1 | 0% | 0% | -10% | -23% | i | -10% | 1% | i | 1%
CN(C)c1ccc(C=NCC2COc3ccccc3O2)cc1 (stereo unspecified) | -17% | 1% | -38% | -16% | -54%[inhibitor] | 25% | 1% | i | -4%
CC(=O)Oc1ccc(/C=C2\C=C(c3ccc(C)cc3)OC2=O)cc1 | 8% | 1% | 7% | -24% | -3% | 0% | 19% | i | 17%
CCn1ncc(CN2CCCC(CNC(=O)c3ccc(F)cc3)C2)c1C (stereo unspecified) | -3% | -1% | 4% | -10% | i | -18%[9.22 µM] | 5% | i | -8%
COc1ccc(OCC(=O)N/N=C(\C)CC(=O)Nc2ccc(OC)cc2[N+](=O)[O-])cc1 | -10% | -4% | 12% | -9% | i | -5% | -5% | i | 3%
CCOc1c2ccc(C(=O)NCc3ccco3)cc2nn1CCOC | -1% | -4% | -13% | 3% | -6% | 21% | -3% | i | -10%
COc1nc(Oc2ccc(=O)n(C)n2)nc(N(C)C)n1 | -4% | 1% | 2% | -3% | -2%[57.5 µM] | -7% | -4% | i | 2%
N#CCc1ccc(NS(=O)(=O)c2cccs2)cc1 | 2% | 2% | 17% | -7% | i | 0% | -9% | i | 0%
Cc1cccn2c(=O)c(/C=C(\C#N)C(=O)NCc3ccco3)c(N3CCOCC3)nc12 | -10% | -1% | 24% | 10% | i | -5% | 5% | i | 3%
CC(C)C(=O)Nc1c2c(nn1-c1ccc(F)cc1)CSC2 | 8% | -1% | 7% | / | i | 12% | 1% | i | 17%
COc1ccc(C(C(=O)NCC2CCCO2)N(Cc2cccs2)C(=O)c2snc(C(N)=O)c2N)cc1OC (stereo unspecified) | -9% | 1% | 14% | 2% | -15% | -15% | -6% | i | 3%
Cc1ccc2c(c1)cc(C(=O)Nc1ccc(F)cc1F)n2C | -20% | / | -7% | -4% | -17% | 19%[9.22 µM] | / | / | -14%
N#Cc1c(NC(=O)CSC2=NCCS2)sc2c1CCCC2 | -4% | -5% | 25% | -2% | -36% | 18% | 17% | i | -1%
Cc1nn(-c2ccccc2)c2c1C(=O)NC(=O)C(C)(C)C2 | 3% | 0% | -9% | -3% | i | -4% | 0% | i | 27%
